ALOX12 inh: inhibitors of human 12S-lipoxygenase ALOX12; purified 12hLO, xylenol orange hydroperoxide absorbance; Potency, µM (series often up to 108 µM), inactives show at the top dose activity change, negative = inhibition, most hits filed as inhibitors; actives 1.1% (n = 580,000); active = well fitted inhibition curve with a large enough effect; inconclusive = small, poorly fitted or top-dose-only effect, or another doubt; inactive = no such curve, though single readings can be large or run the other way; note: potency is the fitted concentration of half-maximal effect
Target sequence (P18054 whole entry, looked up): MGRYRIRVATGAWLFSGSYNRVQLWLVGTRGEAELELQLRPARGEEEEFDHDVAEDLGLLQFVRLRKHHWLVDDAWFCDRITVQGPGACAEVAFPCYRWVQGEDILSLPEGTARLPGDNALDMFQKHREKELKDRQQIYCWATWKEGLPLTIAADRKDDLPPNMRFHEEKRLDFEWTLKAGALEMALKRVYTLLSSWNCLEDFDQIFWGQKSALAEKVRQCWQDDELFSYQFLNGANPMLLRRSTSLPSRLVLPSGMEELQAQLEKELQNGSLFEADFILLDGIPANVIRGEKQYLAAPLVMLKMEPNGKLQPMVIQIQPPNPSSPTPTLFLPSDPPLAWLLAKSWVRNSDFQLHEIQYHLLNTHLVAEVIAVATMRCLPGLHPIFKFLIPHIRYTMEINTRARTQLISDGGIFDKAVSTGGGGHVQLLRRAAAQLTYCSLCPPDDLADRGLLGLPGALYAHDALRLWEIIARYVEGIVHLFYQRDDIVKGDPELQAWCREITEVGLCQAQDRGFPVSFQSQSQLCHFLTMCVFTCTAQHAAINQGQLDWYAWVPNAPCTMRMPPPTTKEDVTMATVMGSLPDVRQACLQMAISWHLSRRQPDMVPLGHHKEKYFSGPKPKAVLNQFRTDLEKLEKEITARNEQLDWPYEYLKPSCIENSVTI
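Purified human 12hLO (150 nM final) in 25 mM Hepes, 0.01% Triton X-100, pH 7.0 was preincubated 15 min at room temperature with compound. Then 40 uM arachidonic acid was added, 30 min. Hydroperoxide was read by Fe-XO absorbance ratio 573/405 nm.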
LDHA block: blocks human lactate dehydrogenase A; P00338; purified LDHA, NADH/diaphorase-resazurin fluorescence; stronger effect = lower value; activity change, % (values are at about 110 or 230 µM); actives 0.15% (n = 480,000); in the data active = activity change below about -30%; inconclusive = mostly about -25% to -30%;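 note: plate controls were DMSO wells for no effect and wells without enzyme for full effect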
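Human LDH5 (2 nM) was incubated with 0.06 mM NADH and 0.2 mM pyruvate for 5 min at room temperature in Tris pH 7.4. Remaining NADH was coupled through diaphorase/resazurin, and resorufin fluorescence was read at 0 and 20 min.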
Active calls of the source: *; ? = inconclusive; [ ] = remark or other dose. Unless noted, % is set by controls: 0 for no effect and ±100 for the full control effect.

SMILES,ALOX12 inh,LDHA block
COc1ccc(/C(O)=C2\C(=O)C(=O)N(c3ccccn3)C2c2ccc(C(C)C)cc2)cc1 (stereo unspecified),-15.9%,2.9
Cc1cccc(/C=C/c2ccc3ccccc3n2)c1,?,4.0
O=C(O)CCNC1CC1,?,9.4
CC1CCCCN1CC(=O)NC(=O)NCc1cccs1 (stereo unspecified),1.9%,-9.0
O=C(C1Cc2ccccc2S1)N(Cc1ccc(C(F)(F)F)cc1)C1CC1 (stereo unspecified),?,-18.8
COc1ccc(-c2nnsc2C(=O)NC2CCCCCCC2)cc1,8.5%,5.7
CCNc1c(NC(=O)Nc2cccc(C)c2)c(=O)oc2ccccc12,?,-2.1
O=C(NCc1ccccc1Cl)[C@H]1CCCN1C(=O)[C@H]1CCCN1C(=O)c1ccc(Cl)cc1,-7.9%,-9.0
CC(C)C[C@H](NC(=O)COc1ccc2nc3n(c(=O)c2c1)CCCCC3)C(=O)O,-25.3%,2.7
CC(C)C[C@H]1CN([C@@H](Cc2ccc(O)cc2)CN2CCC[C@H]2CN2C(=O)C(=O)NC[C@@H]2Cc2ccccc2)C(=O)C(=O)N1CCc1ccccc1,-7.5%,-1.2
CCn1nccc1NC(=O)c1csc([C@H]2C[C@H](O)[C@@H](CO)O2)n1,-11.1%,-14.8
NC(=O)C1CN(C(=O)c2nn(-c3ccccc3)c(=O)c3ccccc23)c2ccccc2O1 (stereo unspecified),?,-4.3
Cc1ccc(Sc2ccc(C=O)o2)cc1,?,-0.4
COCCN1C(=O)C(=O)/C(=C(/O)c2ccc(OC(C)C)c(C)c2)C1c1ccc(Br)cc1 (stereo unspecified),?,10.0
O=C(Nc1cccc2c1CCCC2)c1cc(Br)cnc1Cl,5.6%,10.2
O=C(COc1ccc(Cl)cc1)Nc1nc2n(n1)C(c1ccc(Cl)cc1)CC(=O)N2 (stereo unspecified),-1.9%,0.1
Cc1cc(C)c(NS(=O)(=O)c2c(C)cc(N3C(=O)CCS3(=O)=O)cc2C)c(C)c1,54.5%,-0.1
O=C(NC1(C(F)(F)F)C(=O)Nc2c1c(=O)[nH]c(=O)n2-c1ccccc1)c1cccs1 (stereo unspecified),-8.4%,6.2
CCN(C(=O)Cn1c(=O)c2c(ncn2CCOC)n(Cc2ccccc2)c1=O)c1ccccc1,34.4%,0.2
NC(=O)CSc1ncc(-c2ccc(F)cc2)o1,-3.6%,8.4
CC1(C(=O)NS(=O)(=O)c2cccc(OC(F)F)c2)CCN1C(=O)CCc1cccs1 (stereo unspecified),?,-4.3
CC1(C)Cc2ccccc2-c2nc(CN3CCCCC3)[nH]c(=O)c21,45.6%[activator],2.2
Cc1ccc(CCC(=O)O)cc1Cl,16.5%,-2.6
COc1ccccc1-c1nc(-c2cccc(NC(=O)Nc3ccc(F)cc3)c2)no1,1.3%,-8.6
O=S1(=O)CC(N2CCN(CCO)CC2)CN1Cc1cn(Cc2ccc(F)cc2)nn1 (stereo unspecified),?,-4.3
O=C1CC(c2ccccc2OCc2ccccc2F)c2cn[nH]c2N1 (stereo unspecified),9.6%,-19.4
CC(CNC(=O)c1cc2ccccc2oc1=O)N(C)c1ccccc1 (stereo unspecified),-27.9%,3.9
Cc1oc(-c2ccccc2F)nc1CS(=O)(=O)CC(=O)NCCCSC1CCCCC1,?,-3.0
CC(C)=CCCC(C)CCC/C(C)=N/NC(N)=O (stereo unspecified),14.8%,-2.8
c1ccc(N2CCN(c3nc(N4CCOCC4)c4nccnc4n3)CC2)cc1,-2.0%,-1.4
Cc1ccc(C)c(CC(=O)N2CCCCC2c2cc(C(=O)Nc3ccc(F)c(Cl)c3)no2)c1 (stereo unspecified),8.8%,-2.3
Cc1ccc(S(=O)(=O)N2CCN(C(=O)CNC(=O)c3ccc4c(c3)OCO4)CC2)cc1,-0.7%,-0.1
N#Cc1cccc(NC(=O)COc2ccc(C(=O)c3ccccc3)cc2)c1,?,2.0
O=C(NC1CCN(Cc2ccccc2)CC1)C1CCN(S(=O)(=O)c2ccc(F)c(F)c2)CC1,?,-6.6
COc1ccc(OC(C)c2nc(-c3ccc(Br)cc3)no2)cc1 (stereo unspecified),?,-4.4
CC(C)(C)c1cc(NCc2cccnc2)n2ncc(-c3ccccc3)c2n1,-0.4%,3.2
CCCNC(=O)CN1CCN(Cc2nc3ccccc3o2)CC1,30.8%[activator],-0.3
Cc1ccccc1-c1nnc(SCC(=O)Nc2ccc3c(c2)OC2(CCCCC2)O3)o1,7.1%,1.8
CC(C)c1ccc(/C=C(\C#N)C(=O)NCCc2ccccc2)cc1,2.0%,0.4
O=C(CCSc1nccc(C(F)(F)F)n1)NC1CCCCC1,8.3%,3.2

Overlap with the part before: 2 compounds; new compounds follow.
SMILES,ALOX12 inh,LDHA block
CC(C)c1ccc(/C=C(\C#N)C(=O)NCCc2ccccc2)cc1,2.0%,0.4
O=C(CCSc1nccc(C(F)(F)F)n1)NC1CCCCC1,8.3%,3.2
C/C(CC(=O)Nc1ccc(Cl)cc1)=N\NC(=O)c1cccnc1,?,1.9
O=C(COc1ccc(Cl)cc1Br)N1CCC(c2ccccc2)=N1,-58.1%,7.3
Cc1ccc(NC(=O)CC2CC3CCC2C3)c(Br)c1 (stereo unspecified),-31.6%,0.4
CCOC(=O)c1cc(NS(=O)(=O)c2ccc3ccccc3c2)cc(C(=O)OCC)c1,0.3%,7.4
CC(C)CCNC(=O)c1cc2cc(N(C)S(C)(=O)=O)ccc2s1,8.1%,7.8
CC(C(=O)NC1CCCC1)N1CCC(c2nc3ccccc3o2)CC1 (stereo unspecified),32.1%,3.0
Cc1ccc(Oc2ccc(Cl)cc2NC(=O)Cn2cnc3c2c(=O)n(C)c(=O)n3C)cc1,25.5%,-0.9
CCCn1c(=O)c2c(nc(-n3nc(C)c(C)c3C)n2CC)n(C)c1=O,?,-0.3
COc1ccccc1NC(=O)Cn1nc(-c2ccc(C)c(S(=O)(=O)N3CCOCC3)c2)ccc1=O,?,-1.9
O=S(=O)(Nc1nc2ccccc2nc1NCc1ccccc1)c1ccc(F)cc1,11.5%,-3.8
COc1cc(CCN(C(=O)c2cc3ccccc3[nH]2)C(C)c2nc3ccccc3[nH]2)cc(OC)c1 (stereo unspecified),?,-3.2
Cn1c(=O)c2c(nc(NCCCO)n2Cc2ccccc2F)n(C)c1=O,-4.9%,-3.2
NCC1CCN(CCO)C1 (stereo unspecified),?,-2.9
O=C(O)CCSc1ccccc1Br,?,-10.1
N#C/C(=C/c1cccc(O)c1)C(=O)c1c[nH]c2cc(F)ccc12,15.8µM*,-1.9
COC(=O)Cn1c(=O)c2c(nc(-n3nc(C)c(C)c3C)n2C)n(C)c1=O,-0.6%,?
CC(C)(C)c1ccc(C(=O)Nc2ccc(Br)cc2F)cc1,31.0%,23.5
Cc1nn(C)c2sc(C(=O)NCc3ccccc3)cc12,31.3%[activator],-1.0
CC(C)c1ccccc1NC(=O)c1csc2c1CCCC2,?,6.2
OC(c1ccc(F)cc1)c1nc(-c2ccoc2)cs1 (stereo unspecified),?,-1.5
CCC(C)(C)NCc1cc(=O)oc2c(C)c(O)ccc12,5.5%,2.2
Cc1cc(-c2nn3c(-c4cccs4)nnc3s2)n(C)n1,10.0%,4.6
Cc1noc(C)c1-c1ccc(C(=O)NCc2ccncc2)c2occc12,-4.3%,-2.5
Cc1ccc(/C=C(/C#N)C(=O)NC2CCCCC2)cc1C,?,-8.8
CCc1nn2c(=O)cc(CN(C)C3CCCCC3)nc2s1,-19.1%,-2.4
O=C(/C=C/c1cccc(Br)c1)c1ccc(O)cc1,?,1.6
COc1ccc2c(C)c(CCC(=O)Nc3ccc(Br)c(C)c3)c(=O)oc2c1,?,-2.0
O=C(Nc1ccc(Cl)cc1F)c1ccc(-c2ccccc2)cc1,-3.6%,5.9
Cc1ccc2nc(-c3cccnc3)cc(C(=O)Nc3cccc(C)n3)c2c1,18.3%,-2.5
CCC(C)N(Cc1ccccc1)C(=O)CCc1cccs1 (stereo unspecified),40.8%[activator],-0.1
Cc1sc(NC(=O)CSc2nc3ccccc3o2)nc1-c1ccccc1,-19.1%,0.7
NS(=O)(=O)Cc1ccc(CNC(=O)COc2ccccc2)cc1,45.7%[activator],-18.9
COc1cccc(C(CNC(=O)C2CCN(S(=O)(=O)c3ccc4ccccc4c3)CC2)N(C)C)c1 (stereo unspecified),7.9%,0.5
Cc1nc2sc(C(=O)OCC(=O)Nc3c(C)cccc3C)c(C)c2c(=O)[nH]1,-7.4%,-0.4
COc1cc(OC)c(OC)cc1/C=C1\Oc2cc(OS(=O)(=O)c3ccc(C)cc3)ccc2C1=O,10.4%,11.1
COCc1n[nH]c(=S)n1Cc1ccc(Cl)cc1,15.8µM*,4.9
CC(=O)C1=CCC(c2cccc3ccccc23)N(S(=O)(=O)c2ccc(C)cc2)C1 (stereo unspecified),6.1%,-2.2
CCc1cc(=O)oc2cc(OCC(=O)NCc3ccncc3)ccc12,?,-1.1
Cc1cc2c(c(=O)n1Cc1cccnc1)C(c1cc3c(cc1Br)OCO3)C(C#N)=C(N)O2 (stereo unspecified),0.7%,1.5
Nc1nnnn1NCc1ccc(-c2ccc(F)c(Cl)c2)o1,?,-2.9
O=S1(=O)CC(N2CC=CC2)CN1Cc1cn(Cc2cccc(C(F)(F)F)c2)nn1 (stereo unspecified),?,-5.5
CCOc1cc(/C=C/C(=O)c2cccc(Cl)c2)cc(Cl)c1O,5.62µM*,-10.8
CC(C)C(C)(C#N)NC(=O)CN(C)Cc1ccccc1 (stereo unspecified),0.9%,-3.5
Nc1nc(SCc2coc(-c3cccc(Cl)c3)n2)n[nH]1,9.4%,2.0
Cc1cccn2c(=O)cc(CSc3ccccc3NC(=O)c3ccccc3Cl)nc12,8.3%,-32.3*
COC(=O)c1c(N)[nH]c(C(=O)c2ccccc2)c1-c1ccc(Cl)cc1,0.9%,3.7
CC(C)C[C@H]1CN([C@@H](Cc2ccccc2)CN2CCC[C@@H]2CN2C(=O)C(=O)NC[C@@H]2Cc2ccc(O)cc2)C(=O)C(=O)N1CC1CCCCC1,?,-6.7
O=C(Nc1nc2c(s1)CCCCC2)C1CC(=O)N(C2CC2)C1 (stereo unspecified),9.6%,1.9
CN(C)C1(CNC(=O)Cc2n[nH]c(=O)c3ccccc23)CCCCC1,-13.5%,-17.6
CCOC(=O)C1CCCN(C(=O)c2ccc(OC)c(OC)c2)CC1 (stereo unspecified),8.1%,0.5

Following part
SMILES,ALOX12 inh,LDHA block
CCCCNC(=O)C1(C)CCN1C(=O)c1cc(OC)ccc1Br (stereo unspecified),11.6%,1.8
Cc1cc(C)c2cccc(NC(=O)C(C)N3C(=O)c4ccccc4C3=O)c2n1 (stereo unspecified),31.8%,20.2
O=C(Nc1cccc(S(=O)(=O)N2CCCC2)c1)c1nn(-c2ccccc2)c(=O)c2ccccc12,-19.8%,1.8
CC(=O)Nc1c(S(=O)(=O)c2ccc(C)cc2)c(C)c(C)n1Cc1ccccc1,-42.2%,-3.3
COc1cc(OC)c(NC(=O)CSCc2cc(=O)n3ccc(C)cc3n2)cc1Cl,10.2%,-2.3
CN(Cc1ccccc1)C(=O)CNC(=O)C1CCCN(S(=O)(=O)c2ccc(F)cc2)C1 (stereo unspecified),16.0%,-13.0
COc1ccc(NC(=O)c2ccc3c(c2)NC(=O)CS3)cn1,?,-0.1
COc1cccc(C2=Cc3ccc(F)cc3C(CC(C)=O)N2c2ccc(-c3cc(OC)c(OC)c(OC)c3)cc2)c1 (stereo unspecified),-18.1%,21.0
O=[N+]([O-])c1cc(C(F)(F)F)ccc1N1CCN(CCOc2cccc(Cl)c2)CC1,12.0%,5.0
O=C(Nc1ccc2[nH]c(=O)[nH]c2c1)c1nn(-c2ccccc2)c2c1CCCCC2,-47.5%,0.6
COc1ccc(C)cc1CN(C)C(=O)Cc1n[nH]c(=O)c2ccccc12,-11.9%,0.4
CN(C)Cc1nc(SCC(=O)Nc2ccc(F)c(F)c2)c2ccccc2n1,-1.4%,-18.8
CCOC(=O)C1(C)CCCN(C(=O)c2ccc(OC(F)F)cc2)C1 (stereo unspecified),?,-3.0
COc1ccc(/C=N/OC(=O)COc2cc(C)cc(C)c2)cc1COc1ccc(F)cc1,-0.3%,0.2
O=C(c1ccc(CS(=O)c2ccc(Cl)cc2)o1)N1CCN(c2ccccc2)CC1 (stereo unspecified),-7.8%,1.8
COc1cccc(NC(=O)C2(C)CCN2C(=O)Cc2ccc(C(C)C)cc2)c1 (stereo unspecified),?,2.8
CCOc1cc(C(=O)NNC(=O)C2CCCCC2)ccc1OC(F)F,9.4%,10.1
CCCOC(=O)c1[nH]c2c(c1C)C(=O)CC(c1ccccc1)C2 (stereo unspecified),-1.0%,7.6
CNC(=O)c1nc(-c2ccc(COc3ccc4c(c3)OCO4)cc2)no1,-37.8%,5.6

Bioassay records as filed in PubChem.

An excerpt (hit frequency here may not be typical).
